Screening results: PubChem BioAssay, several laboratories
CHRM4 agonist: human M4 muscarinic receptor agonists, primary screen, CHO-K1 cells, Fluo-8 calcium fluorescence. 360,000 tested, 0.14% active. activation, % at 3 µM. CHO-K1 hM4/Gqi5; vehicle 0%, full acetylcholine response 100%;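 active = activation above the run mean over all test wells plus 3 SD, cut at about 32% in these data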;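 note: peak over basal fluorescence ratio per well then scaled between controls; 0% = DMSO wells and 100% = acetylcholine at EC100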
CRFBP-R2 block: antagonists of CRF-BP/CRF-R2 complex, primary screen, cell-based, HEK293, calcium dye fluorescence, uHTS; CRF-induced calcium fluorescence; inhibition, % at 11.8 µM; 350,000 tested, 0.59% active;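 active = inhibition of the ligand-induced calcium signal above about 50% at the single tested concentration, limit read from the data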
M4 PAM: human M4 muscarinic receptor positive allosteric modulators, primary screen, CHO-K1 cells, Fluo-8 calcium fluorescence; 360,000 tested, 0.4% active; CHO-K1 hM4/Gqi5, ACh EC20; 0% = ACh EC20, 100% = maximal ACh; AID 624126, 2012; Muscarinic acetylcholine receptor M4 (Homo sapiens), P08173; activation, % at 3 µM;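 active = activation above its plate's cutoff, the mean activation of sample wells plus 3 SD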; note: some results filed as inactive read as strong as hits
M5 antag: human M5 muscarinic receptor antagonists, primary screen, CHO cells, Fluo-8 calcium fluorescence; Muscarinic acetylcholine receptor M5 (Homo sapiens), P08912; CHO-hM5 cells, ACh EC80; inhibition, % at 3 µM; 360,000 tested, 0.59% active;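 active = inhibition above a per-plate cutoff, the mean of that plate's test compounds plus 3 SD, cut at about 27% in these data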;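 note: 0% = acetylcholine EC80 with DMSO and 100% = DMSO without agonist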
Target sequence (P08912 whole entry, looked up): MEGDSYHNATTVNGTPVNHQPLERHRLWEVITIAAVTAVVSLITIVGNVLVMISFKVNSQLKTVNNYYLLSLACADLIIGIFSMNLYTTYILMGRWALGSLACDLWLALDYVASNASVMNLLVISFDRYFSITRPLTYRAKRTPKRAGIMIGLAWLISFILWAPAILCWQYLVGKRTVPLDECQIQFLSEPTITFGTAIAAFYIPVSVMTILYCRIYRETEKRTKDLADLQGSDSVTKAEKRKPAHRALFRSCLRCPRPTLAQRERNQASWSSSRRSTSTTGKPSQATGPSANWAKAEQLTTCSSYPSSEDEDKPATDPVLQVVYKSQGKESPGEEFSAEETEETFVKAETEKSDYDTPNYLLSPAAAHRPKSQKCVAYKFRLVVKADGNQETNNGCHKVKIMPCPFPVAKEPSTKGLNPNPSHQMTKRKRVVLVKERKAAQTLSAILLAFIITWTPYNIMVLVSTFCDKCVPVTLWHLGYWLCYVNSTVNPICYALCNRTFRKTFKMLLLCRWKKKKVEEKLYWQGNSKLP
M1 PAM: human M1 muscarinic receptor positive allosteric modulators, primary screen, CHO-K1 cells, Fluo-8 calcium fluorescence, 1536-well; AID 588819, 2011; 360,000 tested, 0.088% active; CHO-K1 hM1, ACh EC20; 0% = ACh EC20, 100% = maximal ACh; activation, % at 3 µM; Muscarinic acetylcholine receptor M1 (Homo sapiens), P11229; in the data active = activation above about 19%, passing the limit was not always enough
Target sequence (P11229 whole entry, looked up): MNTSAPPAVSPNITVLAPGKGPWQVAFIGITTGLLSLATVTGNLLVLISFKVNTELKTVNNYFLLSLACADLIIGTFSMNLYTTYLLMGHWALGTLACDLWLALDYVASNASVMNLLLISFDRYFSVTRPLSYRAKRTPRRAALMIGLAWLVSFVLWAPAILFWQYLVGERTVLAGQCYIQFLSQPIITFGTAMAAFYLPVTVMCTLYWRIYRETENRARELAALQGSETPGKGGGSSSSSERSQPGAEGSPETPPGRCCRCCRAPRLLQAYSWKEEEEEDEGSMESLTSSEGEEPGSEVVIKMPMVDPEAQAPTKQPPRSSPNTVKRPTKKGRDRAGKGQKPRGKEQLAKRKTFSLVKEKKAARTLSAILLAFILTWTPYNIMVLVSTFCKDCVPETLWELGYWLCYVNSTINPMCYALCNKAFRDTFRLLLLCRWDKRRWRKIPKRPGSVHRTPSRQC
M4 antag: human M4 muscarinic receptor antagonists, primary screen, CHO cells, Fluo-8 calcium fluorescence | Muscarinic acetylcholine receptor M4 (Homo sapiens), P08173 | CHO-hM4 cells, ACh EC80 | inhibition, % at 3 µM | 360,000 tested, 0.73% active;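 active = inhibition above its plate's cutoff, the mean inhibition of sample wells plus 3 SD, cut at about 27% in these data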;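 note: 0% = acetylcholine EC80 with DMSO and 100% = DMSO without agonist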
M5 ag: human M5 muscarinic receptor agonists, primary screen, CHO-K1 cells, Fluo-8 calcium fluorescence. Muscarinic acetylcholine receptor M5 (Homo sapiens), P08912. CHO-K1 hM5 cells; 0% DMSO wells, 100% maximal acetylcholine response. activation, % at 3 µM. 360,000 tested, 0.19% active;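 active = activation above the run's mean over test compounds plus 3 SD, cut at about 23% in these data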;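 note: signal is peak over basal fluorescence ratio across the kinetic read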
M5 PAM: human M5 muscarinic receptor positive allosteric modulators, primary screen, CHO-K1 cells, Fluo-8 calcium fluorescence | Muscarinic acetylcholine receptor M5 (Homo sapiens), P08912 | CHO-K1 hM5, ACh EC20 PAM; 0% = ACh EC20, 100% = ACh EC100 | activation, % at 3 µM | 360,000 tested, 0.3% active;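 active = activation above the run cutoff, the mean activation of all test compounds plus 3 SD, cut at about 18% in these data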
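system = human M5 receptor in CHO-K1 cells | compound = one concentration, 3 µM final (nominal) | schedule = Post-acetylcholine fluorescence recording 140 s | signal = Fluo-8 calcium dye fluorescence, kinetic read | benchmarks = low control EC20 acetylcholine (0%), high control EC100 acetylcholine (100%) | repeats = singlicate, one well per test compound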
CRFR2-BP ag: agonists of CRF-BP/CRF-R2 complex, primary screen, cell-based, HEK293, calcium dye fluorescence, uHTS; CRF-binding protein / CRF receptor 2 complex (human); calcium dye fluorescence (FLIPR); percent of saturating CRF peptide response; activation, % at 13.2 µM; 350,000 tested, 0.46% active;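 active = activation of at least 50%, plus an integration ratio under a set limit after plate pattern correction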;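 note: plate controls were neutral control wells without compound for no effect and CRF at EC100 for full effect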
Starred values were filed as active, the others as inactive; · = not tested or not shown.

Structure | CRFR2-BP ag | M5 antag | M4 PAM | CRFBP-R2 block | M1 PAM | M4 antag | CHRM4 agonist | M5 PAM | M5 ag
O=C(NC1CCCCC1)C(c1ccc2ncccc2c1)N(Cc1ccc2c(c1)OCO2)C(=O)c1ccc2c(c1)OCCO2 (stereo not given) | -1.4 | 6 | 7 | -63 | 10 | -3 | -2 | 3 | 2
CC(NC(=O)COC(=O)c1ccc(N2CCCC2=O)cc1)c1ccc(F)cc1 (stereo not given) | 2.0 | -4 | -2 | -4 | 2 | 12 | 3 | 0 | 3
Cc1nc2scc(C)n2c(=O)c1S(=O)(=O)Nc1ccc(F)cc1 | -0.2 | 13 | -2 | 5 | -2 | -1 | 5 | -2 | -3
Cc1cccn2c(=O)c3cc(C#N)c(=O)n(Cc4cccnc4)c3nc12 | -1.5 | -1 | 5 | -2 | 6 | -5 | 0 | 2 | -1
Cc1ccc(OCC(=O)N/N=C/c2ccc3c(c2)OCO3)cc1C | -1.1 | -9 | -7 | 4 | 13 | -1 | 1 | 0 | -3
CN(C)c1ccc(/C=N/NC(=O)c2ccc(-n3cnnn3)cc2)cc1 | -0.6 | 7 | 9 | 7 | 2 | -16 | 1 | -3 | -3
CC(NC(=O)NC1CCCCC1)C(c1cccs1)N1CCN(c2ccccc2)CC1 (stereo not given) | 0.2 | 2 | -7 | -37 | 3 | -6 | 10 | -8 | 0
CCOC(=O)c1cc2sccc2n1Cc1ccccc1 | -2.4 | -12 | -1 | -28 | -2 | -6 | -3 | -3 | -3
CCCCN1C[C@H](COC(=O)CCC)Oc2cccc(F)c2S1(=O)=O | -3.9 | -6 | 1 | -5 | 2 | -2 | 3 | 1 | -1
Clc1cccc(N=NN2CCOCC2)c1Cl | -1.5 | 17 | -6 | -13 | 6 | -8 | 0 | -2 | 1
CN(CCc1ccccc1)C(=O)c1cccc(NC(=O)Cc2cccc(NC(=O)C3CCN(C(=O)C4CCCC4)CC3)c2)c1 | 5.6 | -5 | 11 | 17 | 3 | -16 | 0 | -1 | -1
CC(C)c1ccc(NC(=O)C2C3C=CC(CC3)C2C(=O)O)cc1 (stereo not given) | -1.2 | -1 | 3 | 4 | 7 | 2 | 1 | -2 | 0
CCOC(=O)C1CCN(Cc2ccccc2C)CC1 | -3.1 | 0 | -3 | 18 | 11 | 9 | 1 | -3 | 0
COc1ccc(-n2c(SCC(=O)N(C)c3ccccc3)nc3c([nH]c4ccccc43)c2=O)cc1OC | 0.5 | 3 | -2 | 2 | 5 | 0 | 1 | 5 | -4
COc1ccc(S(=O)(=O)N[C@@H](CC(C)C)C(=O)O)cc1 | 3.0 | -1 | -2 | 6 | -1 | 0 | 1 | -3 | 1
O=C(/C=C\Nc1ccc2c(c1)OCO2)c1ccccn1 | -0.2 | -2 | 9 | -12 | 0 | -3 | 1 | -2 | 1
COc1ccccc1C(=O)Nc1ccc2c(c1)nc1n2CCSC1 | 2.5 | -1 | 8 | 4 | 8 | 1 | 1 | 0 | 4
COc1cc(CN2CCNC(=O)C2CC(=O)NCCCC2CCCC2)cc(OC)c1 (stereo not given) | 1.0 | 7 | 12 | 13 | 14 | -2 | 0 | -2 | -4
CCOC(=O)CC(=O)CSc1nc(CC)c(C)cc1C#N | -0.1 | 0 | -7 | 2 | -3 | 4 | 1 | -3 | -1
COc1cc(/C=N/NC(=O)CN2CCCCC2)ccc1OCc1ccccc1 | 5.9 | 6 | 14 | -12 | 5 | -9 | 6 | -5 | -1
COc1ccc(-c2sc3ccc(OC)cc3c2C#Cc2ccccn2)cc1 | 0.9 | 11 | 0 | -9 | -6 | 1 | 8 | -8 | 0
CCn1c(SCC(=O)N/N=C(\C)c2ccncc2)nnc1-c1ccccc1 | 3.2 | -13 | 2 | 15 | 12 | -18 | 0 | -2 | -2
Cc1oc(-c2ccccc2F)nc1CS(=O)(=O)CC(=O)NCc1ccco1 | -1.1 | 1 | 0 | 6 | -2 | -3 | 2 | -4 | 0
O=C(NC1CC1)C1CCN(C(=O)c2ccccc2Cl)CC1 | 0.9 | 0 | 3 | -6 | 10 | -5 | 0 | -3 | -2
CSc1c(SCc2ccccc2)cnn(-c2ccccc2)c1=O | -0.4 | -13 | 13 | 17 | 15 | 5 | -1 | 8 | -4
CCOc1cccc(-c2cnc3cccnn23)c1 | · | 13 | 2 | · | 18 | -9 | 0 | -10 | -4
CSc1ncccc1C(=O)OCC(=O)Nc1ccc(C)c(S(=O)(=O)N2CCOCC2)c1 | 0.7 | 15 | -2 | -13 | -4 | 2 | 7 | -3 | 1
CCN1CCC(=NNC(=O)c2ccco2)CC1 | -0.1 | -2 | 1 | -9 | 9 | 0 | 0 | 1 | -2
COc1cccc(NC(=O)CCC2CCN(C(=O)c3c(C)noc3C)CC2)c1 | -0.8 | -8 | 1 | 3 | 8 | 3 | 2 | 3 | -5
NNc1nc(-c2ccccc2Cl)nc2sc3c(c12)CCCC3 | -2.6 | -5 | 17 | -63 | 6 | -7 | 1 | 3 | 0
COCOCCn1cc(CN2CCS(=O)(=O)N(Cc3ccc(-c4ccc(C)cc4)cc3)C(CC(C)C)C2=O)nn1 (stereo not given) | -0.7 | -1 | 4 | -6 | 6 | -8 | 1 | 0 | 3
COc1ccc(C(=O)NCCc2ccc(C(F)(F)F)cc2)cc1S(=O)(=O)N1CCOCC1 | -0.8 | 13 | -1 | -2 | 10 | 0 | 9 | -9 | 4
C[C@H]1COC(=O)[C@H](CC(=O)OC(C)(C)C)C/C=C\C[C@H](CC(=O)N(CCO)Cc2ccccc2)C(=O)N1 | -1.5 | 5 | 5 | -2 | 0 | -11 | 2 | -1 | 1
CC(=O)c1c(O)c2ccccc2n(C(C)C)c1=O | 0.6 | 13 | -1 | 17 | 4 | -6 | 2 | 0 | -2
CCOc1ccccc1Nc1cc(C)c2cccc(C)c2n1 | 0.6 | 0 | -8 | -8 | 9 | 8 | -1 | 4 | 3
COc1ccc(C(=O)CSc2cc(C)nc3nc(C)nn23)cc1OC | -0.9 | -12 | 3 | -2 | 9 | -4 | 1 | -2 | 1
NC(=S)Nc1ncc(CCN2CCOCC2)c(-c2ccc(F)cc2)n1 | -1.0 | 3 | 4 | -9 | 12 | -15 | 1 | 5 | -2
CC1CN(CC(=O)N2CCc3[nH]c4ccccc4c3C2)CC(C)O1 (stereo not given) | 4.2 | 3 | 9 | 4 | 5 | -3 | 1 | 0 | 3
Nc1c(N=Nc2cccc(Cl)c2)c(=O)[nH]n1-c1ccccc1 | -1.2 | -8 | 3 | 6 | 8 | 0 | 1 | 7 | -1
Cc1cc(C)c2nc(N3CCC(C(=O)NCc4ccccn4)CC3)sc2c1 | -1.0 | 4 | 1 | -15 | -20 | 11 | 2 | -7 | -9
CC(=O)Nc1ccc(NC(=O)CSc2nc(N)c(NC(=O)c3ccco3)c(=O)[nH]2)cc1 | -0.7 | 9 | 2 | 5 | 10 | -2 | 0 | -7 | -3
COc1ccc(NC(=S)Nc2ccc(Oc3ccccc3)cc2)cc1 | -1.4 | 0 | -11 | 4 | 0 | 8 | 8 | -2 | 2
CSc1ccccc1NC(=O)CSc1nnnn1-c1ccccc1SC | -0.2 | -3 | -3 | 13 | 0 | 6 | 4 | -4 | -1
Cc1cccc(NC(=S)N2CCCC2)c1 | -1.0 | 10 | 10 | 3 | 11 | -4 | 1 | -3 | -4
COCCNC(=O)C1(C)CCN(C(=O)c2ccc3ccccc3n2)C1 (stereo not given) | · | 6 | 7 | · | 10 | -1 | 0 | -3 | 1
O/N=C(/CN(O)/C=C1/C=CC=N1)c1cccs1 | -0.7 | -12 | 7 | 4 | 2 | -15 | 1 | 15 | 1
Cn1c(=S)[nH]c2sc3c(c2c1=O)CCC(C(C)(C)C)C3 (stereo not given) | · | 7 | -1 | · | 13 | 10 | 0 | -2 | -1
Cc1cc(C)n2nc(C(=O)OCC(=O)NCc3ccc(Cl)cc3)nc2n1 | 0.0 | 3 | -1 | 9 | 0 | -1 | 1 | 1 | 3
COc1ccccc1N1CCN(C(=O)CCN2C(=O)c3cccc4cccc(c34)C2=O)CC1 | 0.5 | 10 | -7 | 16 | -9 | 0 | 12 | -11 | 1
Cc1ccc(NC(=O)CC2(CC(=O)O)CCCC2)cc1 | -0.4 | 3 | 8 | 4 | 10 | -6 | 0 | 0 | -5
COc1ccc(CCN2C(=O)C(Oc3ccccc3)C2c2ccc3c(c2)OCO3)cc1 (stereo not given) | 3.0 | 10 | 6 | 36 | -2 | -25 | 5 | -10 | -1
CCOc1ccc(-n2c(C)cc(C(=O)NS(=O)(=O)c3ccc(C)cc3)c2C)cc1 | 1.8 | 6 | 3 | -2 | -1 | -6 | 1 | 16 | -6
C(=N\n1cnnc1)/c1ccc2c(c1)OCCO2 | 0.6 | -5 | 10 | -16 | 9 | 18 | 0 | 9 | 2
Cc1cc(=O)oc2c3c(cc(OCC(=O)NCc4cccnc4)c12)OC(C)(C)CC3 | -0.2 | 7 | -3 | 11 | -8 | -5 | 4 | -9 | -2
O=C(C[C@H]1C/C=C\CC[C@@H](Cc2ccc(F)cc2)C(=O)OCCNC1=O)NCCO | 2.2 | -2 | 7 | -9 | 6 | -7 | 2 | 4 | 3
CC(NC(=O)NC1CCCCC1)C(c1cccs1)N1CCN(C)CC1 (stereo not given) | 0.6 | 0 | 4 | -26 | 12 | -5 | 0 | -2 | -2
CCOC(=O)/C=C/c1ccc2c(c1)S(=O)(=O)N(Cc1ccc(OC)cc1)[C@H]2CC(=O)OCC | 3.1 | 11 | 0 | -9 | 5 | -12 | 11 | -7 | 1
O=C1C/C(=C/NCc2ccccc2)C(=O)N1 | 0.5 | 0 | 3 | -17 | 1 | -4 | 2 | -4 | 0
CCN(CC(=O)Nc1c(F)cccc1F)C(=O)CSC(=S)N1CCCC1 | -1.0 | -16 | 0 | -4 | 1 | -7 | 3 | 6 | 2
Cc1noc(C)c1NC(=O)Nc1ccc2c(c1)C(=O)N([C@H](C)CO)C[C@H](C)[C@@H](CN(C)S(=O)(=O)c1cn(C)cn1)O2 | -1.3 | -3 | 1 | 2 | 3 | -9 | 0 | 1 | 0

An excerpt of these results, with two lines to a compound.
Values run as follows: CRFR2-BP ag | M5 antag | M4 PAM | CRFBP-R2 block | M1 PAM | M4 antag | CHRM4 agonist | M5 PAM | M5 ag
O=C1C/C(=C/NCc2ccccc2)C(=O)N1
 : 0.5 | 0 | 3 | -17 | 1 | -4 | 2 | -4 | 0
CCOC(=O)/C=C/c1ccc2c(c1)S(=O)(=O)N(Cc1ccc(OC)cc1)[C@H]2CC(=O)OCC
 : 3.1 | 11 | 0 | -9 | 5 | -12 | 11 | -7 | 1
